Source: PubChem
pPAFAH FP inh: pPAFAH enzyme inhibitors, primary screen, biochemical, fluorescence polarization, human. Platelet-activating factor acetylhydrolase (Homo sapiens), Q13093. recombinant pPAFAH, FP-rhodamine probe fluorescence polarization. inhibition, % at 3.39 µM. actives 1.5% (n = 330,000). AID 463082, 2010;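 active = inhibition above the mean inhibition across the screen plus 3 SD, cut at about 25% in these data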;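 also: inhibitors block binding of the rhodamine activity-based probe so polarization drops; 0% = enzyme with DMSO and 100% = wells lacking pPAFAH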
LYPLA1 counter: LYPLA1 inhibitors, primary screen, counter-screen for PME1 inhibitor project, biochemical, fluorescence polarization, FP-Rh probe ABPP | Acyl-protein thioesterase 1 (Homo sapiens), O75608 | recombinant LYPLA1 | inhibition, % at 5.9 µM | actives 0.16% (n = 320,000) | AID 2174, 2009;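 active = inhibition above the mean of all tested compounds plus 3 SD, set per campaign, cut at about 14% in these data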;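 also: inhibitors block serine hydrolase probe labeling of LYPLA1 so polarization falls; 0% = enzyme with DMSO and 100% = wells lacking LYPLA1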
Target sequence (O75608 whole entry, looked up): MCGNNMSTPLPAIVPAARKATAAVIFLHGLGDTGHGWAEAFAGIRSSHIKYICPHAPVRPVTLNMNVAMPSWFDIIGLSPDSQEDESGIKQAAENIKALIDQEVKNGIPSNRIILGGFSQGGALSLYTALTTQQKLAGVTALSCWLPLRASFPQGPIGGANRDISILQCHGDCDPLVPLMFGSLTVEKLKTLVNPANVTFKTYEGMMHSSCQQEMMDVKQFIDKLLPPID
PREPL inhibitor: PREPL enzyme inhibitors, primary screen, biochemical, fluorescence polarization. inhibition, % at 5.96 µM. actives 0.68% (n = 320,000). AID 2751, 2010. recombinant PREPL, fluorescence polarization activity-based probe; in the data active = inhibition above about 43%;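 also: 0% = enzyme with DMSO and 100% = wells lacking enzyme; many of its hits are not listed in these tables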
GSTO1 counter: inhibitors of recombinant GSTO1, primary screen, counter-screen for RBBP9 inhibitor project, biochemical, fluorescence polarization; Glutathione S-transferase omega-1 (Homo sapiens), P78417; activity-based probe fluorescence polarization; inhibition, % at 5.96 µM; actives 1.1% (n = 300,000);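 active = inhibition above the campaign mean inhibition plus 3 SD, cut at about 35% in these data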;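 also: 0% = GSTO1-1 with DMSO and 100% = wells lacking GSTO1-1 enzyme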
Target sequence (P78417 whole entry, looked up): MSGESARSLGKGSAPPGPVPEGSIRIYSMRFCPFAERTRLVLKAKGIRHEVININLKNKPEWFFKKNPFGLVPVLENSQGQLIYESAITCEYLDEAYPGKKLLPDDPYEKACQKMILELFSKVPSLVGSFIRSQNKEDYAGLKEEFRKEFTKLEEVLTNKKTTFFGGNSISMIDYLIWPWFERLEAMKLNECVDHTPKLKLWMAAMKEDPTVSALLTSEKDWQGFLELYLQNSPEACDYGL
PAD4 inh: human PAD4 inhibitors, primary screen, biochemical, fluorescence polarization, 1536-well format | actives 0.41% (n = 330,000) | recombinant PAD4, RCA probe fluorescence polarization | AID 485272, 2010 | inhibition, % at 6.36 µM | Protein-arginine deiminase type-4 (Homo sapiens), Q9UM07;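 active = percent inhibition above a cutoff equal to the mean of all tested compounds plus 3 SD, cut at about 15% in these data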;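 also: 0% = PAD4 with RCA probe and DMSO and 100% = probe without PAD4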
LYPLA2 counter: LYPLA2 inhibitors, primary screen, counter-screen for PME1 inhibitor project, biochemical, fluorescence polarization, FP-Rh probe ABPP; Acyl-protein thioesterase 2 (Homo sapiens), O95372; recombinant LYPLA2; inhibition, % at 5.9 µM; actives 0.38% (n = 320,000); AID 2177, 2009;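 active = inhibition above the screen-wide mean plus 3 SD, limit set per campaign, cut at about 26% in these data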;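 also: 0% = LYPLA2 with DMSO and 100% = wells lacking LYPLA2 enzyme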
PAFAH1B3 FP inh: PAFAH1B3 enzyme inhibitors, primary screen, biochemical, fluorescence polarization, human; inhibition, % at 3.39 µM; Platelet-activating factor acetylhydrolase IB subunit alpha1 (Homo sapiens), Q15102; recombinant PAFAH1B3, FP-rhodamine probe; AID 492972, 2010; actives 0.28% (n = 340,000);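 active = inhibition above the screen-wide average of all tested compounds plus 3 SD, cut at about 25% in these data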;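 also: 0% = enzyme with DMSO only and 100% = wells lacking PAFAH1B3 protein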
PME-1 primary: PME-1 inhibitors via competitive probe labeling, primary screen, biochemical, fluorescence polarization, FP-Rh probe, HTS. Protein phosphatase methylesterase 1 (Homo sapiens), Q9Y570. recombinant PME-1. inhibition, % at 5.9 µM. actives 0.53% (n = 320,000);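 active = inhibition above the campaign mean of all compounds plus 3 SD, cut at about 26% in these data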;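 also: competitive labeling of PME-1 active site by serine hydrolase directed probe; 0% = PME-1 with DMSO and 100% = wells lacking PME-1 enzyme; inhibitors block probe labeling so polarization falls and inhibition rises; many of its hits are not listed in these tables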
Target sequence (Q9Y570 whole entry, looked up): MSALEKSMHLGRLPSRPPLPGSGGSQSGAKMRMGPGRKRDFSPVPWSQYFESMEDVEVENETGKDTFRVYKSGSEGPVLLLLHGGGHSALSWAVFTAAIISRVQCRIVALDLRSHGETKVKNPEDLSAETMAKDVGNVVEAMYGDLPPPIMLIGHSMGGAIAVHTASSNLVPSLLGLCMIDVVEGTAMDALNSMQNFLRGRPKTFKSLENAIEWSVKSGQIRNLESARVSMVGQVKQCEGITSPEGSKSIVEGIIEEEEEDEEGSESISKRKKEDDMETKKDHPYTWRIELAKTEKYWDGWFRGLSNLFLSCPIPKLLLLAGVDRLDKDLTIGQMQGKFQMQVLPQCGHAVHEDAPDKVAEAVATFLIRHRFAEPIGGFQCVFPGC
PAFAH1B2 FP inh: PAFAH1B2 enzyme inhibitors, primary screen, biochemical, fluorescence polarization, human; inhibition, % at 3.39 µM; actives 1.2% (n = 340,000); AID 492953, 2010; recombinant PAFAH1B2, FP-rhodamine activity probe; Platelet-activating factor acetylhydrolase IB subunit alpha2 (Homo sapiens), P68402;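 active = inhibition above the mean of all tested compounds plus 3 SD, cut at about 24% in these data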;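 also: 0% = enzyme with DMSO and 100% = wells lacking PAFAH1B2; many of its hits are not listed in these tables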
Starred values were filed as active, the others as inactive; nt = no result given. These rows are one share of the data; the hit share may differ from the screen's.

SMILES	pPAFAH FP inh	LYPLA1 counter	PREPL inhibitor	GSTO1 counter	PAD4 inh	LYPLA2 counter	PAFAH1B3 FP inh	PME-1 primary	PAFAH1B2 FP inh
CN(CC(=O)Nc1ccccc1Cl)C(=O)CN1C(=O)C2CC=CCC2C1=O (stereo unspecified)	0	nt	6	nt	-3	nt	0	nt	-7
O=C(Nc1ccccc1)[C@@H]1CC=C[C@@H]2CCN(C3CCCCC3)C(=O)[C@@H]21	6	-1	-13	-2	-1	2	1	-2	6
CCn1c(=O)c(C(=O)NCc2ccc(F)cc2)c(O)c2ccccc21	-4	1	-12	-1	-1	-4	5	1	9
CC(C)(C)N(Cc1ccccc1)C(=O)COC(=O)CN1C(=O)NC2(CCCC2)C1=O	3	4	1	-3	0	3	4	1	3
COc1cc(/C=C2/NC(=O)NC2=O)cc(Br)c1OCc1ccccc1	4	-7	12	-3	-6	-14	-1	-9	2
COc1cccc(-c2nnc(N(C)C(=O)C3CCOC3)s2)c1 (stereo unspecified)	1	4	6	2	-4	-1	7	4	3
Cc1occc1C(=O)NCc1ccccc1F	8	1	-1	1	-2	1	5	-6	4
O=C(O)c1cccc(NC(=O)C23CC4CC(C2)CC(n2cnc(Cl)n2)(C4)C3)c1	0	0	11	-2	-1	2	8	2	-2
Cc1c(C(=O)NNc2c(Cl)cccc2Cl)n(C)oc1=O	4	2	1	-6	0	0	10	-6	0
O=C(NCCN1CCOCC1)C1CCC(CNS(=O)(=O)c2ccc(Cl)cc2)CC1 (stereo unspecified)	11	-2	21	13	0	3	5	0	7
COc1ccc(S(=O)(=O)N2CCOCC2)cc1NC(=O)c1cc(=O)[nH]c2ccccc12	-4	-3	8	nt	7	-1	1	-5	1
O=C(Nc1cccc(O)c1)C(=O)Nc1ccccn1	-6	-3	1	-7	-5	0	0	-5	0
O=C(c1cc(-c2ccc(Br)cc2)on1)N1CCCCCC1	8	-1	-7	1	0	7	11	-3	4
CCN(C(=O)c1cc(Cl)ccc1Cl)C1CCS(=O)(=O)C1 (stereo unspecified)	1	0	9	1	0	-2	9	-5	6
CSc1ccc(CNCC(O)c2ccccc2)cc1 (stereo unspecified)	-1	1	8	6	2	-3	3	4	1
CCOC(=O)c1c(C)c2c(=O)[nH]cnc2n1-c1ccccc1	4	1	-7	8	-4	-1	8	-4	3
Cc1ccc(C(C)C)c(OCc2nnc(SCC(=O)Nc3nccs3)n2C)c1	1	0	-6	3	0	-47	2	5	3
O=S(=O)(c1ccc(F)cc1)N1CCC(O)(c2ccc3c(c2)OCO3)CC1	5	2	-59	-4	1	0	-8	0	4
O=S(=O)(Nc1cccc2ccccc12)N1CCCC1	0	-4	-22	0	4	2	10	5	5
CC1CCN(S(=O)(=O)c2cc(Br)cc(C(=O)NC3=NCCS3)c2)CC1	-1	-6	12	-3	-1	-6	5	2	0

Quoted at random: two compounds from above
SMILES	pPAFAH FP inh	LYPLA1 counter	PREPL inhibitor	GSTO1 counter	PAD4 inh	LYPLA2 counter	PAFAH1B3 FP inh	PME-1 primary	PAFAH1B2 FP inh
CC(C)(C)N(Cc1ccccc1)C(=O)COC(=O)CN1C(=O)NC2(CCCC2)C1=O	3	4	1	-3	0	3	4	1	3
Cc1ccc(C(C)C)c(OCc2nnc(SCC(=O)Nc3nccs3)n2C)c1	1	0	-6	3	0	-47	2	5	3

Results in PAFAH1B2 FP inh and LYPLA2 counter (five entries from above):
SMILES,PAFAH1B2 FP inh,LYPLA2 counter
CCn1c(=O)c(C(=O)NCc2ccc(F)cc2)c(O)c2ccccc21,9,-4
O=S(=O)(c1ccc(F)cc1)N1CCC(O)(c2ccc3c(c2)OCO3)CC1,4,0
CN(CC(=O)Nc1ccccc1Cl)C(=O)CN1C(=O)C2CC=CCC2C1=O (stereo unspecified),-7,nt
COc1ccc(S(=O)(=O)N2CCOCC2)cc1NC(=O)c1cc(=O)[nH]c2ccccc12,1,-1
O=S(=O)(Nc1cccc2ccccc12)N1CCCC1,5,2

Following part:
SMILES	pPAFAH FP inh	LYPLA1 counter	PREPL inhibitor	GSTO1 counter	PAD4 inh	LYPLA2 counter	PAFAH1B3 FP inh	PME-1 primary	PAFAH1B2 FP inh
O=S(=O)(Nc1cccc(-n2cnnn2)c1)c1ccccc1F	2	-2	2	4	-5	7	-1	0	2
Cc1ccc(N(CC(=O)N2CCCC2)S(C)(=O)=O)c(C)c1	0	0	-1	9	-3	-1	1	1	-6
Cc1nc(N2CCN(Cc3ccc4c(c3)OCO4)CC2)nc2c1C(=O)CC(c1ccco1)C2 (stereo unspecified)	8	-3	-7	-2	-2	-3	3	-5	-3
Cn1c(SCC(=O)N2CCOCC2)nnc1-c1ccc(Cl)cc1Cl	2	0	-3	0	4	-8	1	-1	1
Cc1ccc2c(c1)Oc1ccc(NC(=O)CCCl)cc1C(=O)N2	-2	3	12	34	2	19	-2	2	-3
O=C(NCc1ccco1)c1cnn2c(C(F)(F)F)cc(-c3ccccc3)nc12	0	1	23	2	-1	6	3	-2	2
CCC(C)N1C(=O)N(C)C2NC(=O)NC21 (stereo unspecified)	3	3	3	-4	0	1	7	-9	0
CCOC(=O)C1=C(C)N(CCC(=O)O)C(=O)NC1c1ccccc1Cl (stereo unspecified)	1	2	-1	5	0	-1	8	4	0
COCc1ccc(C(=O)NC2CC(C)(C)Cc3c2cnn3-c2ccc(OC)cc2)o1 (stereo unspecified)	6	-1	4	4	-3	5	10	7	1
O=C(CS(=O)(=O)c1ccccc1)N1CCc2ccccc21	3	0	0	-1	0	1	-6	4	-6
O=C(CSc1nc2c(cnn2-c2ccccc2)c(=O)[nH]1)c1ccc(Cl)cc1	-1	-5	1	7	-3	-3	-4	4	4
COc1ccc(CNC(=O)c2cccc(-c3ccc(C)c4ccccc34)n2)cc1	6	-4	16	-11	-4	-1	5	-13	1
CCc1cccc(CC)c1NC(=O)C1CC(=O)N(c2ccc3c(c2)OCCO3)C1 (stereo unspecified)	-3	0	9	9	5	5	-2	-3	6
CCC/C(O)=C1\C(=O)CCCC1=NCCc1c(C)[nH]c2ccc(C)cc12	6	0	12	11	0	1	6	0	5
O=C(CSc1ccc(Cl)cc1)Nc1cccc(-c2nnc(-c3ccco3)o2)c1	3	-6	-11	1	6	4	7	1	7
Cc1ccc(CN2C(=O)CCC2C(=O)NCCN2CCOCC2)cc1 (stereo unspecified)	5	1	0	-3	-2	-3	4	0	3
CC1CCN(Cc2nc3c(c(=O)n(C)c(=O)n3C)n2CCCc2ccccc2)CC1	3	0	-4	3	3	-2	10	1	2
CC(C)C(=O)Nc1c(-c2cccc(Cl)c2)c(=O)c2ccccc2n1C	3	2	17	-4	2	6	0	-9	3
C/C=C(\C)C(=O)N1CC2(CC(c3cccc(NC(=O)CCCCC)c3)=NO2)C[C@@H]1C(N)=O (stereo partly specified)	-1	1	1	-6	-6	-3	1	0	2
CN(C)/C=C1\N=C(c2ccc(Cl)cc2Cl)OC1=O	2	3	4	0	5	2	17	9	-3

Copied from the list:
Reading for CCN(C(=O)c1cc(Cl)ccc1Cl)C1CCS(=O)(=O)C1 (stereo unspecified) in pPAFAH FP inh: 1
Reading for Cc1occc1C(=O)NCc1ccccc1F in PAFAH1B2 FP inh: 4
Reading for CCc1cccc(CC)c1NC(=O)C1CC(=O)N(c2ccc3c(c2)OCCO3)C1 (stereo unspecified) in GSTO1 counter: 9
Reading for Cn1c(SCC(=O)N2CCOCC2)nnc1-c1ccc(Cl)cc1Cl in LYPLA1 counter: 0

Following part
SMILES	pPAFAH FP inh	LYPLA1 counter	PREPL inhibitor	GSTO1 counter	PAD4 inh	LYPLA2 counter	PAFAH1B3 FP inh	PME-1 primary	PAFAH1B2 FP inh
Cc1c(Cl)cccc1NC(=S)NCC(c1cccnc1)N(C)C (stereo unspecified)	-1	3	2	-2	-1	-3	0	-2	-1
Cc1cccc(C(CC(=O)NCc2ccco2)c2ccccc2)c1O (stereo unspecified)	5	2	-5	1	1	8	4	5	1
C/C(=N\NC(=O)c1ccccc1O)C1C(=O)c2ccccc2C1=O	49*	6	21	-4	2	15	28*	15	23
CCOC(=O)/C(C#N)=C/c1cn(CCC(=O)O)nc1-c1ccc(Br)cc1	4	-2	3	10	-3	-2	7	-5	2
CSc1nc(-c2ccc(C)cc2)nc(C(Cl)Cl)n1	-3	-1	-8	5	1	4	-2	-1	3
O=[N+]([O-])c1cnn(-c2nc(-c3ccco3)cc(C(F)(F)F)n2)c1	2	-1	-9	-10	-3	0	8	-4	1
CCn1cc(C(=O)O)c(=O)c2cc(S(=O)(=O)N3CCCCCC3)ccc21	-2	-1	18	8	0	0	2	8	0
O=C(CSC1=NCCN1)Nc1cccc([N+](=O)[O-])c1	1	0	-9	16	6	2	6	1	4
COc1ccc(-c2nnn(CC(=O)N(Cc3cccs3)C(C)C(=O)NC3CCCC3)n2)cc1OC (stereo unspecified)	0	-4	0	-1	0	-6	-2	-1	-1
O=C(c1cccc(N2C(=O)c3ccccc3C2=O)c1)N1CCCCCC1	1	5	16	4	4	2	3	-21	-4
O=C(NCCN1CCOCC1)c1ccc(Cl)c(Cl)c1	4	1	-2	7	4	1	4	2	1
CCOC(=O)CCc1n[nH]c(=O)[nH]c1=O	5	-2	0	3	1	-3	10	-2	5
O=C1NC(=NCc2ccccc2)S/C1=C/c1ccc(O)cc1	29*	-4	3	-9	2	-4	7	3	5
CCN(C(=O)COC(=O)c1ccc(SC)cc1OC)C1CCS(=O)(=O)C1 (stereo unspecified)	-2	nt	21	nt	0	nt	14	nt	4
NC(=O)CSc1nnc(Cc2csc(Nc3ccccc3)n2)n1Cc1ccccc1	1	2	-1	3	4	-1	4	-3	21
O=C(c1ccc(F)cc1)C(CCCCCC(CN1CCOCC1)C(=O)c1ccc(F)cc1)CN1CCOCC1 (stereo unspecified)	2	-2	16	-8	-2	11	nt	-2	nt
COc1ccc(Br)cc1CNC(C)c1ccccc1 (stereo unspecified)	1	7	-12	-1	-1	4	4	1	6
